# MT1-MMP txn act – MT1-MMP promoter transcription activation; HT1080 MT1-MMP promoter luciferase reporter, luminescence, overnight; hits give high values; activation factor at 10 µM; actives 0.16% (n = 86,000);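 active means activation factor of at least 2 for MT1-MMP transcription at 10 µM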
# F-actin modifier – alters cytoskeleton assembly in HUVEC cells; HUVEC TNFa F-actin phalloidin imaging, high content; inhibition, % at 2 µM; actives 0.18% (n = 91,000);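 active means inhibition above the batch mean plus 3 SD and confirmed as a hit by visual image inspection, cut at about 30% in these data, passing the limit was not always enough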; further: strong numbers were not always called active
# PTPN22 inh 2 – LYP (human) phosphatase inhibition; recombinant LYP catalytic domain, DiFMUP fluorescence; inhibition, % at 2 µM; actives 0.21% (n = 96,000);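 active means inhibition at 2 µM at or above a set limit, the screen mean plus 3 SD, cut at about 24% in these data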;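 further: 0% = DMSO with enzyme and 100% = enzyme fully blocked by orthovanadate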
# HUVEC tox TNFa – toxic to HUVEC cells under TNF alpha stimulation; HUVEC TNFalpha-stimulated, Hoechst cell count, imaging; AID 848; cell count reduction, % at 2 µM; actives 0.17% (n = 93,000);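 active means cell count reduction exceeding the screen mean by over 5 SD, scaled to untreated wells per plate, cut at about 78% in these data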;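 further: cells counted after 24 h of TNF alpha exposure following the 1 h pretreatment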
# VCAM1 TNFa inh – reduces TNF alpha induced VCAM1 expression in HUVEC; inhibition, % at 2 µM; HUVEC TNFa-induced VCAM-1 immunofluorescence, high-content imaging; AID 802; actives 0.48% (n = 95,000);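 active means inhibition above the batch mean plus 3 SD, with images confirmed as a hit by eye, cut at about 37% in these data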;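 further: 0% = TNF-stimulated DMSO wells and 100% = unstimulated control wells; not every result past the cut was called active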
# Calb biofilm kill – kills Candida albicans biofilms | C. albicans biofilm + clotrimazole, Alamar Blue | inhibition, % at 6 µM | actives 0.14% (n = 85,000);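 active means inhibition above 20%; inactive means inhibition below 20%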;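 further: preformed 24 hr biofilms exposed to compound for 48 hr; 0% = biofilm without compound and 100% = blank killed by clotrimazole plus chlorhexidine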
# Smad3 FoxH1 inh – inhibitors of human Smad3 transcription factor binding; P84022; TR-FRET Smad3/Dy647-FoxH1 peptide binding, europium anti-His; inhibition, % at 25 µM; actives 0.29% (n = 88,000); AID 630;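 active means compounds that reduce the energy-transfer binding signal between the protein and its labelled peptide by more than half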;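 further: 0% = Smad3 plus labelled peptide maximal FRET and 100% = peptide-only background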
# Target sequence (P84022 whole entry, looked up): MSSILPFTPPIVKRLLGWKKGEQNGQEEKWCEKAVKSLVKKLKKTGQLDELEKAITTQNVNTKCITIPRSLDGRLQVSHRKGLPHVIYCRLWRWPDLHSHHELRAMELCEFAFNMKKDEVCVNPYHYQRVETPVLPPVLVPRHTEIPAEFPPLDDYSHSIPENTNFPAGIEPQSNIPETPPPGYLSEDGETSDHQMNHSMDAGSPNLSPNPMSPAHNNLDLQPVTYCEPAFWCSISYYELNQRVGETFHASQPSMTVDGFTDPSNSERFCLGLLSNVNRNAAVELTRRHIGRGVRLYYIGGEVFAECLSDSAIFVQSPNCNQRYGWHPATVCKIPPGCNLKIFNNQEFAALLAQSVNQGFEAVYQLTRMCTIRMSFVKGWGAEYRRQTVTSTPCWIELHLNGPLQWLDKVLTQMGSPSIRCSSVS
# DAT uptake mod – changed human dopamine transporter uptake under cocaine IC80; Q01959; LLC-PK1 hDAT cells, [14C]-dopamine uptake with cocaine IC80; actives deviate in either direction; B-score at 10 µM; actives 1.3% (n = 110,000); AID 449768;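 active means Z score or B-score, a plate-position-corrected score, falls beyond the plate's 99.7% confidence bounds, in either direction; inactive means both scores lie inside the 99.7% bounds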;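 further: scored against the spread of the other compound wells on the same plate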
# Target sequence (Q01959 whole entry, looked up): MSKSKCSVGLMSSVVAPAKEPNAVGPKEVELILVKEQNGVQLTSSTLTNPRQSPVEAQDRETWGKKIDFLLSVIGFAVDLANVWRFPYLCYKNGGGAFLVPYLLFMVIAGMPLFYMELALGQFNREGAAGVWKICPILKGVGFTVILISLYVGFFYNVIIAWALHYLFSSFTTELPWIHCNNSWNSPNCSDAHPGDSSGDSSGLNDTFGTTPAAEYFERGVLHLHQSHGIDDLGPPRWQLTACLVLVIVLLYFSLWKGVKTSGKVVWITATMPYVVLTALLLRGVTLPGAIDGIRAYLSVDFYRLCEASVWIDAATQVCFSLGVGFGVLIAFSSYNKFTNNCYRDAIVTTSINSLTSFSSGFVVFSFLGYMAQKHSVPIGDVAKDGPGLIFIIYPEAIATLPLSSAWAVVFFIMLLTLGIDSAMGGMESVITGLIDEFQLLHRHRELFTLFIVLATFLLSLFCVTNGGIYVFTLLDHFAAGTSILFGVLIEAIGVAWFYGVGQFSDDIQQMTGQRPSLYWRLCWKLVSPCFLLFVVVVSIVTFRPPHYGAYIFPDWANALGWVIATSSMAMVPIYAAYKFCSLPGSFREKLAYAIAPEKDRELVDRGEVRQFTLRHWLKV
# IL1B cytotox – toxic to HUVEC cells under IL-1B stimulation. HUVEC cell count loss, Hoechst imaging, IL-1B stimulated. AID 845. cell count reduction, % at 2 µM. actives 0.41% (n = 94,000);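 active means cell count reduction more than 3 SD above the screen-wide mean, cut at about 70% in these data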;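 further: normalized per plate to untreated control cells as the no-loss baseline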
# The depositor's hits bear a star; · = not tested or not shown; [ ] = dose if it differs, or a comment.
SMILES,MT1-MMP txn act,F-actin modifier,PTPN22 inh 2,HUVEC tox TNFa,VCAM1 TNFa inh,Calb biofilm kill,Smad3 FoxH1 inh,DAT uptake mod,IL1B cytotox
CC1(C)Cc2cccc(OCC(=O)Nc3ccccc3N3CCOCC3)c2O1,1.1,13.5,3.1,20.0,5.8,5.5,13.3,1.62,16.4
CCOC(=O)C(CSCC(=O)c1ccc(Cl)cc1)NC(=O)OC(C)(C)C (stereo unspecified),1.3,12.2,-0.2,-16.1,3.7,3.3,0.1,-0.265,8.8
O=C(CN1CCSCC1)N/N=C/c1ccc(F)cc1,1.1,7.3,0.4,6.2,-11.6,4.2,4.2,-0.0438,13.5
CCOC(=O)Cn1cc([N+](=O)[O-])c(OC)n1,·,-25.6,-11.8,-6.1,18.8,·,·,-0.0957,1.0
O=C1NCCCC1C(=O)Nc1ccccc1C(F)(F)F (stereo unspecified),1.2,19.8,9.2,1.4,4.9,14.1,-4.2,-0.296,0.0
Cn1c2ccc(Cl)cc2c2nc3ccccc3nc21,1.3,·,·,·,·,2.9,9.2,0.809,·
COc1cccc(C(C(=O)NC2CCCC2)N(Cc2ccccc2OC)C(=O)c2ccco2)c1 (stereo unspecified),1.5,-3.0,-1.9,-25.4,-11.3,8.5,-7.8,1.61,-14.8
COc1ccc(CC(=S)N2CCOCC2)cc1,·,4.0,-7.3,-17.5,10.0,·,·,-0.0138,-17.5
COC(=O)c1[nH]c2ccccc2c1NC(=O)CCN1CCN(C2CCCCC2)CC1,1.2,-1.6,-23.2,-20.3,-4.4,-0.5,-10.2,0.287,5.4
O=c1c(C(c2ccc(O)cc2)c2c(O)nc3n(c2=O)CCS3)c(O)nc2n1CCS2,·,-22.2,-2.4,-15.5,14.1,·,·,·,-5.7
CC(=O)c1ccc(NS(=O)(=O)c2ccc(C)cc2)cc1,·,-0.8,-6.8,-10.0,17.9,·,·,0.0497,5.9
COc1ccc(C2(CNC(=O)Cc3ccccc3)CCCC2)cc1OC,1.1,-12.5,2.5,-5.6,13.1,8.0,2.7,1.03,-9.3
Cc1ccc2[nH]c(=O)c(CN(CCCN3CCOCC3)Cc3nnnn3C3CCCC3)cc2c1,1.2,23.0,-2.8,0.0,9.8,10.6,8.0,-0.00122,-80.9
COc1ccc2nc(SCC(=O)Nc3ccccc3C#N)[nH]c2c1,1.2,-10.3,2.7,10.0,10.8,-0.5,-10.3,0.252,23.9
O=C(Cc1ccccc1)N/N=C/c1ccc(OC(=O)/C=C\c2ccco2)cc1,1.2,16.9,4.1,-32.7,0.6,-0.1,1.6,-0.149,7.1

# 3 of the entries above in order of the Smad3 FoxH1 inh value, rising.
molecule	Smad3 FoxH1 inh
O=C(Cc1ccccc1)N/N=C/c1ccc(OC(=O)/C=C\c2ccco2)cc1	1.6
Cc1ccc2[nH]c(=O)c(CN(CCCN3CCOCC3)Cc3nnnn3C3CCCC3)cc2c1	8.0
CC1(C)Cc2cccc(OCC(=O)Nc3ccccc3N3CCOCC3)c2O1	13.3

# (continued)
SMILES,MT1-MMP txn act,F-actin modifier,PTPN22 inh 2,HUVEC tox TNFa,VCAM1 TNFa inh,Calb biofilm kill,Smad3 FoxH1 inh,DAT uptake mod,IL1B cytotox
Cc1cc(C)nc(-n2nc(C)c(Sc3ccc(F)cc3)c2N)n1,1.7,-1.1,-5.1,-16.6,17.9,5.5,4.0,-0.00141,-25.9
CCCC(=O)NC(=S)Nc1ccccc1F,·,-9.5,-1.4,-15.5,16.6,·,·,0.195,-5.2
CS(=O)(=O)Nc1ccc(C(=O)N2CCCC2)cc1,1.1,-10.0,14.1,2.3,-12.9,6.2,-3.6,0.354,-3.7
Cn1c(=O)n(CC(=O)Nc2cccnc2)c2ccccc21,1.1,9.2,-13.1,-6.9,-13.4,·,·,0.00902,-30.6
COc1ccc(-n2c(SCC(=O)Nc3ccc(C(=O)O)cc3)nnc2-c2cccs2)cc1,1.1,5.9,13.1,2.2,4.8,6.5,3.2,0.0727,-14.7
CCOC(=O)N1CCN(C(=O)CCn2c(=S)[nH]c3cc(OCC)c(OCC)cc3c2=O)CC1,1.1,51.0,7.8,-19.4,0.0,-4.8,-3.4,·,-7.0
O=C(CCS(=O)(=O)Cc1ccccc1F)NCCCN1CCCCC1,1.1,8.7,-18.6,18.6,-0.4,-4.0,-11.8,-0.0202,8.4
Cc1ccc(-c2c(C#N)c(N)nc3c2CCCC3)s1,·,-16.1,-12.8,-4.5,-7.3,·,·,-0.609,-15.6
CCCCOC(=O)Nc1nnc(CCOCC)s1,1.2,-11.0,-2.7,1.2,-1.6,3.1,-9.2,0.852,-32.4
O=C(c1ccccc1)c1ccc(OCC(O)CN2CCN(S(=O)(=O)N3CCCCC3)CC2)cc1 (stereo unspecified),1.2,-11.4,-5.2,-3.8,-7.3,-2.9,-7.3,1.11,20.7
O=S(=O)(NC1CCCCCC1)c1ccc(Br)s1,1.1,-18.5,4.8,5.4,-2.8,5.3,11.2,-0.542,27.5
O=C(COc1ncnc2ccc(Br)cc12)N1CCOCC1,1,25.8,-1.2,-19.5,2.9,6.4,2.4,0.23,-3.9
CCOc1ccc(OCCN2C(=O)NC(Cc3c[nH]c4ccccc34)C2=O)cc1 (stereo unspecified),1.2,-9.6,0.7,-15.2,13.0,11.1,22.5,1.57,6.7
Cc1ccc(OC(=O)COc2ccccc2)c(-n2nc3ccccc3n2)c1,1.5,-0.8,1.3,-21.4,17.5,0.2,7.7,-0.0734,30.2
CC(C)C(=O)Nc1ccc(N2CCN(S(C)(=O)=O)CC2)cc1,1.5,-0.8,-5.1,-15.9,7.9,7.7,-5.9,-0.578,-0.8
COc1ccc(-c2ccc(C3C(C#N)=C(N)Oc4n[nH]c(C)c43)o2)cc1 (stereo unspecified),1.4,2.9,-3.2,2.0,10.4,9.5,-2.3,-0.394,-9.3
COc1ccc(CCNc2ccncn2)cc1OC,1.1,5.9,-9.7,-1.4,0.8,6.6,-5.8,0.456,-8.0
COc1ccc(S(=O)(=O)N2CCC(C(=O)Nc3cccc(C(C)=O)c3)CC2)cc1,1.1,3.2,-4.8,-41.5,-13.8,4.3,-2.9,0.206,-44.5
CCCCN(CCCC)c1nc2ccccc2nc1NS(=O)(=O)c1ccc(NC(C)=O)cc1,1.1,5.1,-0.1,-16.9,1.3,3.0,14.9,-1.08,14.9
O=c1cc(C(Cl)(Cl)Cl)oc2c1ccc1ccccc12,·,-9.6,9.4,29.6,80.0*,·,·,-0.256,37.9
O=C(Nc1nc2c(Cl)ccc(Cl)c2s1)c1ccco1,1.5,1.5,-10.8,-24.0,30.3,7.1,4.2,-0.0237,-1.1
O=C1CSC(c2ccccn2)N1c1ccc2ccccc2c1 (stereo unspecified),1.2,-38.6,-3.5,4.5,13.7,5.3,-1.5,-0.235,-21.6
Cc1ccc(NC(=O)COc2ccc(Br)cc2CO)cc1,1.3,15.0,5.3,-6.5,-22.2,1.1,6.0,-0.71,-3.8
COc1cc2c(cc1NC(=O)CSc1nnc(COc3ccc(Cl)cc3)n1C)oc1ccccc12,1.1,38.2,0.5,-9.8,-17.4,-0.3,0.5,0.658,-12.2
Cc1c(NC(=O)CSc2ccccc2C(=O)Nc2cccnc2)c(=O)n(-c2ccccc2)n1C,1,-11.2,2.7,-14.6,-7.3,1.6,5.8,0.589,-1.4
O=C(CC1Oc2ccccc2NC1=O)NCCCN1CCOCC1 (stereo unspecified),1.1,-6.7,-3.0,2.3,-4.3,-5.4,-1.7,-0.903,-1.8
Cc1ccc(-c2nnc(N(C)C(=O)c3ccncc3)s2)cn1,1.2,-0.1,-6.4,-35.2,1.6,9.0,-9.8,-0.905,7.6
CC(=O)NCCn1c(SCc2ccccc2C)nc2ccccc2c1=O,1,4.2,-3.7,-17.5,3.7,8.4,-3.1,1.69,9.5
CCCOC(=O)CCCCC1SCC(NC(=O)OC)C1NC(=O)OC (stereo unspecified),0.9,·,·,·,·,7.5,-6.0,-0.521,·
Cc1cnn(C(=O)c2cc(-c3ccccc3)nc3ccccc23)c1,·,-7.8,-4.8,1.8,8.2,·,·,-0.943,-30.9
COc1ccc(OC)c(CNC(=O)CCNC(=O)Cn2ccc3ccccc3c2=O)c1,1.1,-12.6,-3.4,-28.0,1.4,6.9,11.0,0.0475,-30.5
COc1cccc(-n2c(=O)[nH]cc(C(=O)Nc3ccc(NC(C)=O)cc3)c2=O)c1,1,-11.5,-3.3,-11.6,16.6,3.8,6.2,1.12,-15.3
O=C(O)c1ccc2c(c1)C(=O)N(C(Cc1ccc(O)cc1)C(=O)O)C2=O (stereo unspecified),1,-8.6,-17.4,-31.9,-0.7,6.8,4.4,0.683,-69.9
Cc1cc(NC(=O)Cn2cnc3c2c(=O)n(C)c(=O)n3C)n(-c2ccccc2)n1,1.2,8.8,4.8,-6.2,0.7,4.3,8.4,-0.614,-28.0
O=C(Nc1ccc(NC(=O)C23CC4CC(CC(C4)C2)C3)cn1)c1ccco1,1.6,23.2,-6.7,30.9,19.1,10.1,-2.9,-0.566,21.0
CCn1c(-c2ccc(OC)c(OC)c2)n[nH]c1=S,0.9,12.4,8.9,-5.3,0.9,-0.9,1.2,-0.191,-12.9
CC(=O)Nc1nc(C2COc3ccccc3O2)cs1 (stereo unspecified),·,-8.9,-37.8,-12.6,13.1,·,·,-1.4,-19.8
Brc1ccc(Oc2nnnn2-c2ccccc2)cc1,1.1,·,·,·,·,10.2,7.1[fluorescence artefact?],-0.0464,·
COc1cc(CC(=O)OCC(=O)Nc2ncc(Cl)cc2Cl)cc(OC)c1OC,1,10.5,3.1,-14.6,-1.5,7.7,2.6,0.551,-7.4
CCOc1ccc2[nH]c(=O)c(CN(CCc3ccccc3)C(=O)N3CCOCC3)cc2c1,·,-3.0,7.6,-12.6,-30.7,·,·,·,15.6
CN(C)/C=N/c1c(C#N)cnn1-c1nc2ccccc2s1,1.4,·,·,·,·,3.0,11.3[fluorescence artefact?],0.283,·
Cn1c(=O)c2[nH]cnc2n(-c2ccccc2)c1=O,1.1,5.7,1.6,-18.8,-1.6,1.8,-0.3,0.697,-34.6
CCc1cccc(NC(=O)c2ccc(NS(=O)(=O)c3c(C)noc3C)cc2)c1,1.2,16.1,-3.1,-11.1,8.3,·,·,0.422,-6.2
O=C(Cc1cccs1)NCc1ccc(F)cc1,1.3,7.6,-1.3,-2.8,2.5,2.3,0.5,-1.21,-4.7
CCOC(=O)C(NC(=O)c1ccccc1)=C(C)C,1.1,·,-5.5,5.5,23.2,1.8,-5.8,-0.272,-14.6
COC(=O)c1cccc(S(=O)(=O)N2CCC(n3nnc4cc(F)ccc43)CC2)c1,1.1,11.5,-8.2,-9.1,12.3,6.9,-10.0,0.342,-12.1
Cc1ccc(C(=O)NNC(=O)CSc2nnc3c(n2)[nH]c2ccc(F)cc23)cc1,·,-3.4,29.6*,-14.3,3.3,·,·,-0.0281,0.0
CC(C)CNc1nc(Oc2ccc(=O)[nH]n2)nc(N(C)C)n1,1,-11.1,-26.9,-7.8,6.3,5.2,2.1,0.389,18.8
CCOCCOC(=O)C1=C(C)Nc2ccc(C)cc2S1,1.2,·,·,·,·,7.7,10.7,1.06,·
O=C(O)c1cc(-c2ccccc2Cl)n[nH]1,1.1,12.6,0.0,-33.3,12.1,3.0,0.8,0.501,-41.1
COc1ccccc1C(=O)OCCN1CCOCC1,1,-4.9,-3.2,0.7,10.7,1.7,0.7,0.435,9.5
O=C(O)CCCC(=O)Nc1ccc(N2CCCC2)cc1,0.8,-33.0,-1.3,-4.6,-17.0,4.6,12.7,1.43,8.9

# An excerpt (hit frequency here may not be typical).
